Source: PubChem
Cycloheximide cs = counter-screen hit for Shiga toxin inhibitors, cycloheximide | cell reporter, cycloheximide protein synthesis inhibition counterscreen | max response, % | 300,000 tested, 12% active; in the data active = max response mostly above about 13%, no sharp cut-off; inactive = mostly below about 14%; note: read at 38.3 µM for the half of the compounds with a filed dose; 0% is about no effect
Shiga inhibitor = Shiga toxin inhibition | 290,000 tested, 9.2% active | Vero cells, Shiga toxin protein synthesis inhibition reporter | AID 2315 | inhibition, % at 38.7 µM; in the data active = inhibition mostly above about 28%, no sharp cut-off; inactive = mostly below about 43%; note: 0% is about no effect
Pf growth 48h = inhibits P. falciparum growth in the first generation, 48 h | P. falciparum luciferase growth in erythrocytes, 48 h | Potency, µM (series often up to 28.7 µM), for the others: top-dose activity change, negative = inhibition, most hits filed as inhibitors | 310,000 tested, 5.9% active | AID 504832; note: potency is the fitted concentration of half-maximal effect; % is set by controls: 0 for no effect and ±100 for the full control effect
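Read-out is firefly luciferase luminescence from an integrated reporter in P. falciparum, so falling signal marks reduced parasite growth. Infected erythrocytes were at 2% hematocrit and 0.1% parasitemia (final) in Albumax-supplemented RPMI 1640.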
AMA1-RON2 inh = inhibitors of Plasmodium falciparum AMA1-RON2 interaction; AlphaScreen AMA1-biotinylated RON2 peptide binding; Potency, µM (doses to about 58.2 µM), for the others: at the top dose activity change, negative = inhibition, hits mostly inhibitors; 360,000 tested, 0.2% active; AID 720542;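 note: potency is the fitted concentration of half-maximal effect; 0% = vehicle wells and -100% = peptide control; nearly all actives have a fitted effect of over 45% in size; some results filed as inactive show a strong effect at the top dose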
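AMA1 (3D7) with his tag at 25 nM final met compounds first, then biotinylated RON2 peptide at 25 nM; detection used donor plus acceptor beads, 10 µg/mL apiece, read by AlphaScreen after 30 min at room temperature.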
Pf growth 96h = inhibits malaria parasite growth, 96 h. P. falciparum luciferase reporter growth, 96 h. Potency, µM (doses to about 28.7 µM), without a hit: at the top dose activity change, negative = inhibition, most hits filed as inhibitors. 320,000 tested, 6.9% active; note: potency is the fitted concentration of half-maximal effect; % is set by controls: 0 for no effect and ±100 for the full control effect
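Parasite growth measured via integrated firefly luciferase reporter in P. falciparum. Infected erythrocytes at 2% hematocrit, 0.05% parasitemia final were treated 96 hours at 37 C under 5% CO2, and luminescence was read.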
TbPYK inhibitor = T. brucei pyruvate kinase inhibition; 410,000 tested, 0.12% active; Q57TT1; TbPYK enzyme, Kinase-Glo Plus ATP luminescence, 45 min; Potency, µM (doses to about 76.8 µM), without a hit: top-dose activity, negative = inhibition, hits mostly inhibitors; AID 624173; note: potency is the fitted concentration of half-maximal effect; % is set by controls: 0 for no effect and ±100 for the full control effect; nearly all actives have a fitted effect of over 50% in size
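Screened from lowest to highest concentration, compounds were pinned into TbPYK/substrate mixtures, and ADP (130 uM final) was added. Plates sat at room temperature for 45 min prior to Kinase-Glo Plus detection by luminescence.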
LmPK inhibitor = blocks Leishmania mexicana pyruvate kinase activity; Q27686; purified LmPK, Kinase-Glo ATP luminescence, 1 h; Potency, µM (series often up to 57.5 µM), for the others: at the top dose activity change, negative = inhibition, usual class: inhibitors; 290,000 tested, 0.37% active; note: potency is the fitted concentration of half-maximal effect; % is set by controls: 0 for no effect and ±100 for the full control effect
Target sequence (Q27686 whole entry, looked up): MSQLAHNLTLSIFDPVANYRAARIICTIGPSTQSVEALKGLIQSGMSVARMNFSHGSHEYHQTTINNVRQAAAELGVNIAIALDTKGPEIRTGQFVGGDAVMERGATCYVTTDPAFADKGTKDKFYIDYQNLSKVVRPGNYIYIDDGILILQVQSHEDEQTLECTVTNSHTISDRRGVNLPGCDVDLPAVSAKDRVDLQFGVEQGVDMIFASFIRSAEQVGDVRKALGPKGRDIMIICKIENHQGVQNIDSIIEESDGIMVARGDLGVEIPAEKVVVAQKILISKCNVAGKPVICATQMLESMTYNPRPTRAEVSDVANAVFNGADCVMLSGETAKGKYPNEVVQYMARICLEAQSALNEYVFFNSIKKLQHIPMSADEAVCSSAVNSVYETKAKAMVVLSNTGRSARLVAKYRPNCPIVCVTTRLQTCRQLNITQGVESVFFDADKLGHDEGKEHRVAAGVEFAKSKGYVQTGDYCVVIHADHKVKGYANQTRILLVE
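0.1 nM LmPK, 0.5 mM PEP, 0.1 mM ADP; 50 mM imidazole pH 7.2, 7 mM MgCl2, 50 mM KCl; 1 h RT. Kinase-Glo luminescence readout, normalized to no-enzyme (full inhibition) and uninhibited wells.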
An asterisk follows results filed as active; i = inactive; ? = inconclusive; · = no result given; [ ] = remark or other dose. Unless noted, calls come from the whole dose curve; as a rule, active = well fitted curve in the direction sought with a large enough effect; inconclusive = small, poorly fitted or top-dose-only effect, or another doubt; inactive = no such curve, though single readings can be large; an effect the other way counts as inactive or inconclusive.

1. NC(=S)N/N=C/c1ccc(-c2cccc([N+](=O)[O-])c2)o1
2. CCC(CC)C(=O)N(CCc1ccc(OC)cc1)Cc1nc2ccccc2c(=O)[nH]1
3. COC(=O)c1ccc(NC(=O)Cn2c([N+](=O)[O-])cnc2C)cc1
4. O=[N+]([O-])c1cc([N+](=O)[O-])c(Oc2c(F)ccc(F)c2F)cc1NN1CCCCC1
5. CNC(=O)c1[nH]cnc1C(=O)N[C@@H](C)C(=O)OC(C)(C)C
6. CCOC(=O)[C@H]1[C@H]2COc3ccc(Cl)cc3[C@@H]2N2C(=O)c3cc(Cl)ccc3NC(=O)[C@@]12C
7. CN1CCN(c2ccc([N+](=O)[O-])cc2Cl)CC1
8. Cc1ccn(C(=O)c2ccc(NC(=O)C3CC3)cc2)n1

screen / no.	1	2	3	4	5	6	7	8
Cycloheximide cs	14*	-9	-3	2	-3	·	1	5
Shiga inhibitor	34	-19	-10	1	13	·	17	9
Pf growth 48h	?	·	47%[activator]	-11%	14%	?	-1%	42%[activator]
AMA1-RON2 inh	25%	46%[activator]	-4%	-13%	10%	-1%	0%	-1%
Pf growth 96h	?	12µM*	?	-4%	15%	10µM*	11%	-1%
TbPYK inhibitor	7%	1%	-3%	-3%	-1%	8%	0%	4%
LmPK inhibitor	-1%	21%	-8%	0%	1%	·	2%	-2%

9. c1ccc(Nc2nnc(-c3cccc4ccccc34)o2)cc1
10. O=C(c1cccc(NS(=O)(=O)c2ccc(Br)cc2)c1)N1CCN(c2ccccc2O)CC1
11. O=C(NCCC(=O)N1CCOCCOCCOCCOCC1)OCc1ccccc1
12. COc1ccc(-c2csc3nc(C)n(-n4cccc4)c(=O)c23)cc1
13. COc1cc(/C=C/C(=O)OCC(=O)N2CCCCCC2)ccc1OCC#N
14. O=S1(=O)CC(N2CCCCC2)C(N2CCCCC2)C1 (centres undefined)
15. Cc1sc2ncnc(SCC(=O)NC3CC3)c2c1C
16. CCOc1ccccc1NC(=O)c1cc(C(=O)c2cc(Br)ccc2O)coc1=N

screen / no.	9	10	11	12	13	14	15	16
Cycloheximide cs	36*	·	-2	-2	3	12	-1	-2
Shiga inhibitor	54*	·	1	44	-2	3	-8	13
Pf growth 48h	91%[activator]	?	-27%	?	-19%	?	·	?
AMA1-RON2 inh	15%	-7%	4%	-8%	-15%	-7%	8%	-15%
Pf growth 96h	144%[activator]	?	0%	-19%	0%	?	1%	?
TbPYK inhibitor	0%	-22%	8%	-14%	-18%	0%	12%	3%
LmPK inhibitor	0%	·	3%	6%	8%	0%	6%	4%

17. CCOC(=O)c1cnc2c(C)c(Cl)ccc2c1Nc1ccc(S(=O)(=O)Nc2ncccn2)cc1
18. Nc1nnc(CC(=O)N/N=C/c2ccc(-c3ccc(F)cc3)o2)s1
19. Fc1ccc(NC2=NCCS2)cc1Cl
20. Cc1cccc(NC(=S)N/N=C/c2ccc(Cl)c([N+](=O)[O-])c2)c1
21. CCC(=O)Nc1ccccc1
22. Cc1nn(C)c(C)c1S(=O)(=O)N(CC(=O)N1CCc2ccccc21)c1ccc(C(C)C)cc1
23. NC(=O)c1c(NC(=O)c2ccccc2)sc2c1CCC2
24. CN(C)S(=O)(=O)c1ccc(-c2cn3ccccc3n2)cc1

screen / no.	17	18	19	20	21	22	23	24
Cycloheximide cs	-5	-2	0	-1	-3	-7	64*	35*
Shiga inhibitor	-5	-1	6	-11	-3	-23	78*	65*
Pf growth 48h	8%	25%	11%	15%	37%[activator]	·	119%[activator]	·
AMA1-RON2 inh	·	47%[activator]	4%	31%[activator]	8%	-2%	36%[activator]	0%
Pf growth 96h	18%	24%	-13%	0%	71%[activator]	?	-10%	5%
TbPYK inhibitor	·	-1%	0%	-13%	2%	0%	-5%	1%
LmPK inhibitor	-1%	0%	-1%	0%	-12%	18%	0%	?

25. Cc1c(NC(=O)C(C)OC(=O)/C=C/c2ccc3c(c2)OCO3)c(=O)n(-c2ccccc2)n1C (centres undefined)
26. CCCC(=O)Nc1ccc(C(=O)N/N=C/c2ccc[nH]2)cc1
27. CCn1c(=O)c(C(=O)Nc2ccccc2F)c(O)c2ccccc21
28. CC(C)C[C@H](NC(=O)c1nc[nH]c1C(=O)NCCCCCNC(=O)OC(C)(C)C)C(=O)OC(C)(C)C
29. CCN(CC)c1ccc(CNc2nc3ccccc3n2CCN2CCOCC2)cc1
30. COc1cccc(C(=O)N2CCC(C(=O)NCc3ccco3)CC2)c1
31. COC(=O)CC(=O)CSc1nc2c(cc1C#N)CCC2
32. O=C(Nc1ccc(N2CCOCC2)cc1)c1cn2ccccc2n1

screen / no.	25	26	27	28	29	30	31	32
Cycloheximide cs	37*	8	9.1*	-2	-2	-1	18*	47*
Shiga inhibitor	89*	13	43	-10	-4	-18	54*	56*
Pf growth 48h	8%	-1%	-6%	7.4µM*	?	19%	37%[activator]	22%
AMA1-RON2 inh	0%	65%[activator]	15%	149%[activator]	-18%	-3%	0%	-17%
Pf growth 96h	?	15%	?	?	35%[activator]	17%	·	28%
TbPYK inhibitor	-16%	6%	5%	4%	0%	0%	-18%	?
LmPK inhibitor	0%	-1%	5%	8%	3%	-2%	?	2.8µM*

33. OCC1(Cc2ccccc2C(F)(F)F)CCN(Cc2cccc3cnccc23)CC1
34. Cc1c(NC(=O)c2coc(=O)c(Br)c2)c(=O)n(-c2ccccc2)n1C
35. C=CCn1c(Cc2csc(N)n2)nnc1SCc1ccc(C(=O)OC)cc1
36. Nc1cc(=O)[nH]c(SCc2ccccc2Cl)n1
37. Cn1cccc1C(=O)N1CCc2ccccc2C1
38. COCCN(C(=O)COC(=O)c1cc2ccccc2cc1O)c1c(N)n(Cc2ccccc2)c(=O)[nH]c1=O
39. CN(C)CCCOc1nc2c(c(=O)n(C)c(=O)n2C)n1C
40. Fc1ccc(NC(=S)N2CCCC(c3ccccc3)=N2)cc1

screen / no.	33	34	35	36	37	38	39	40
Cycloheximide cs	-3	10	-2	-2	15*	·	-2	-2
Shiga inhibitor	-5	19	-11	-2	37	·	-3	-8
Pf growth 48h	12µM*	6%	1%	40%[activator]	12%	16%	7%	?
AMA1-RON2 inh	1%	-14%	47%[activator]	-14%	10%	-6%	0%	-19%
Pf growth 96h	3%	?	-13%	28%	1%	42%[activator]	-9%	-2%
TbPYK inhibitor	3%	-11%	4%	-7%	1%	-5%	0%	4%
LmPK inhibitor	0%	2%	-9%	2%	-10%	·	2%	3%

41. CCOC(=O)C1Oc2ccccc2C(c2cccc3ccccc23)=C1C(=O)OC (centres undefined)
42. Cc1ccc2cc(CN(CCN3CCOCC3)C(=O)NCc3ccccc3)c(=O)[nH]c2c1C
43. Cc1ccc(S(=O)(=O)NCc2csc(-c3cccs3)n2)cc1
44. O=C(Nc1ccccc1N1CCOCC1)c1ccc(Cl)c(S(=O)(=O)NCc2ccco2)c1
45. COc1cc(OC)cc(-c2cc3nc(C)c(CCC(=O)O)c(=O)n3[nH]2)c1
46. CCCCCCCNC(=O)C1(CC2CC(c3cccc(Br)c3)=NO2)CCN(C(=O)OC(C)(C)C)CC1 (centres undefined)
47. COC(=O)C1C(O)=CC(=O)CC1C (centres undefined)
48. Cc1ccc(NC(=O)Cn2nc(C(=O)O)c3ccccc3c2=O)c([N+](=O)[O-])c1

screen / no.	41	42	43	44	45	46	47	48
Cycloheximide cs	34	-6	-1	28*	-3	15*	7	-2
Shiga inhibitor	i	-9	-23	74	-15	15	-10	-9
Pf growth 48h	·	?	8%	?	·	?	-1%	22%
AMA1-RON2 inh	-4%	0%	-9%	-10%	-1%	-3%	89%[activator]	-5%
Pf growth 96h	·	?	15%	?	47%[activator]	4.7µM*	?	27%
TbPYK inhibitor	-2%	1%	-3%	4%	0%	-10%	0%	4%
LmPK inhibitor	·	2%	5%	0%	1%	-1%	-2%	9%

49. Cc1cccc(CCNC(=O)CCS(=O)(=O)c2ccc(Br)cc2)c1
50. O=C(/C=C/c1cccc([N+](=O)[O-])c1)NC(=S)Nc1cccc(NC(=O)c2ccccc2Cl)c1
51. Cc1cc(Cl)ccc1OCC(=O)OCC(=O)NC1CCS(=O)(=O)C1 (centres undefined)
52. CCOC(=O)C1=C(C)OC(N)=C(C#N)C1c1cc(Cl)c(OCC(N)=O)c(OC)c1 (centres undefined)
53. CCOCCCNC(=O)c1oc2ccc3c(c2c1C)C(O)CC(C)(C)O3 (centres undefined)
54. CCc1ccc(-c2nn(Cc3ccccc3)cc2C(=O)NCC2CCCO2)cc1 (centres undefined)
55. CN(Cc1ccccc1)C(=O)CCC1CCN(C(=O)CCC(F)(F)F)CC1
56. COc1ccc(NS(=O)(=O)c2cc(C)ccc2OC)cc1OC

screen / no.	49	50	51	52	53	54	55	56
Cycloheximide cs	19	-5	·	-2	8	·	32*	1
Shiga inhibitor	-8	-16	·	-3	-3	·	·	37
Pf growth 48h	4%	13µM*	0%	0%	-11%	?	12%	-3%
AMA1-RON2 inh	7%	-4%[2.32 µM]	-3%	3%	3%	-1%	12%	5%
Pf growth 96h	?	3%	-2%	8%	2%	-20%	1%	21%[5.75 µM]
TbPYK inhibitor	-13%	-5%	-3%	-6%	-6%	0%	13%	-17%
LmPK inhibitor	8%	-3%	·	5%	-4%	·	8%	-11%

57. CCCC1(C)NC(=O)c2ccccc2O1 (centres undefined)
58. CCN(CC)CCCNc1nc(-c2ccccc2)nc2ccccc12
59. CC(C)c1ccc2oc(=O)cc(CN3CCCCC3)c2c1
60. CCOC(=O)CSc1nc2sc3c(c2c(=O)n1-c1ccc(OC)cc1)CCN(C)C3
61. Cc1ccc(CS(=O)(=O)CCC(=O)NCCCOC(C)C)cc1
62. C/C=C(/C)C(=O)Nc1cccc(C2=NOC3(C2)C[C@@H](C(N)=O)N(C(=O)/C=C/CC)C3)c1 (some centres undefined)

screen / no.	57	58	59	60	61	62
Cycloheximide cs	13	-3	5	-3	-7	-3
Shiga inhibitor	-6	-2	17	-3	-21	2
Pf growth 48h	12%	?	7.4µM*	1.9µM*	13%	42%[activator]
AMA1-RON2 inh	3%	-5%	-5%	-6%	2%	-1%
Pf growth 96h	?	?	?	1.5µM*	0%	55%[activator]
TbPYK inhibitor	3%	-6%	-7%	-5%	10%	-9%
LmPK inhibitor	-10%	2%	-10%	3%	-3%	-1%
